Tb PGK inh = inhibitors of T. brucei phosphoglycerate kinase | P07378 | PGK/GAPDH coupled, Kinase-Glo luminescence, 60 min | Potency, µM (titrated, usually from 57.5 µM), inactives show top-dose activity change, negative = inhibition, actives largely listed as inhibitors | 380,000 tested, 0.043% active; also: potency is read from the fitted curve at half-maximal effect; % is scaled to controls: 0 for no effect and ±100 for the full control effect; nearly all actives have a fitted effect of over 60% in size
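Recombinant glycosomal PGK reaction used 1,3-bisphosphoglycerate generated in-well by GAPDH (100nM final) in 100mM TEA pH 7.6, 5mM MgCl2, 0.01% Tween-20. After 60 minutes at room temperature, ATP was read by Kinase-Glo Plus luminescence end-point.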
GLS inhibitor = blocks human kidney-isoform glutaminase activity | O94925 | GLS enzymatic activity, qHTS titration | Potency, µM (top dose mostly 45.5 µM), for the others: top-dose activity change, negative = inhibition, usual class: inhibitors | 410,000 tested, 0.21% active; also: potency is read from the fitted curve at half-maximal effect; % is scaled to controls: 0 for no effect and ±100 for the full control effect
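Human kidney-isoform GLS in 45 mM KH2PO4 pH 8.2, 0.02% Tween-20, with compound, started with 1mM L-Glutamine (added stock). Glutamate oxidase/HRP/Amplex red coupled fluorescence read at start and after 30 min at RT.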
PI4K2A inh = PI4K2A (human) kinase inhibition | Q9BTU6 | purified PI4K2A, ADP-Glo luminescence, 1 h; hits give low values | activity change, negative = inhibition, % at 76.9 µM | 420,000 tested, 0.13% active | AID 1346378; in the data active = activity change below about -50%; inconclusive = mostly about -30% to -49%;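 also: -100% = wells without enzyme as full effect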
Target sequence (Q9BTU6 whole entry, looked up): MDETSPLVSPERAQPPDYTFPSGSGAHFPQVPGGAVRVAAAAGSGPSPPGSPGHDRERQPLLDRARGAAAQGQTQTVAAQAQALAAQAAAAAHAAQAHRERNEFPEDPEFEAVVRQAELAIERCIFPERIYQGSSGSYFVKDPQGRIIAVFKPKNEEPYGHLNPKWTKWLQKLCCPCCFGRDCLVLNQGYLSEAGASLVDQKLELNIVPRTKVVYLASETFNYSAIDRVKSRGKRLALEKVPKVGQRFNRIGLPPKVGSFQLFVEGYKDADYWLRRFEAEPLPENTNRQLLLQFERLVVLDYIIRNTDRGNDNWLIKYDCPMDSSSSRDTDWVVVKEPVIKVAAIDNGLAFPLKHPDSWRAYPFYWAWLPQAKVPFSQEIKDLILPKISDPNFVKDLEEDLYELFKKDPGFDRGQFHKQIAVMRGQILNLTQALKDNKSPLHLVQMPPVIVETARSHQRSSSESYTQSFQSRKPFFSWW
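ADP-Glo luminescence measured ADP generated by PI4K2A enzyme (4 ug/mL before mixing) with 1.2 mM PI substrate (pre-mix) and 300 microM ATP (pre-mix). Tris pH7.5 buffer with MgCl2, Triton X-100; 1 h reaction at ambient temperature.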
Pol eta inh = DNA polymerase eta (human) inhibition. Q9Y253. recombinant Pol eta, fluorescent DNA replication assay. Potency, µM (highest dose often 114 µM), inactives show at the top dose activity change, negative = inhibition, usual class: inhibitors. 390,000 tested, 1.2% active. AID 588591; also: potency is read from the fitted curve at half-maximal effect; % is scaled to controls: 0 for no effect and ±100 for the full control effect
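Pol eta at 10 nM preincubated with compounds 15 min at room temperature; reaction started with fluorescent substrate (50 nM final) and read kinetically at 0 and 10 min.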
JMJD2A Tudor inh = inhibitors of human JMJD2A Tudor domain; AlphaScreen JMJD2A-Tudor / H3K4me3 peptide binding; Potency, µM (top dose mostly 114 µM), for inactives: top-dose activity change, negative = inhibition, usual class: inhibitors; 390,000 tested, 4.4% active; also: potency is read from the fitted curve at half-maximal effect; % is scaled to controls: 0 for no effect and ±100 for the full control effect; nearly all actives have a fitted effect of over 50% in size
G9a block = G9a (human) methyltransferase inhibition; G9a H3K9 monomethylation, AlphaScreen, 2 h; Potency, µM (series often up to 102 µM), without a hit: at the top dose activity, negative = inhibition, most hits filed as inhibitors; Q96KQ7; AID 504332; 350,000 tested, 8.8% active; also: potency is read from the fitted curve at half-maximal effect; % is scaled to controls: 0 for no effect and ±100 for the full control effect; nearly all actives have a fitted effect of over 75% in size
Target sequence (Q96KQ7 913-1193 limits assumed): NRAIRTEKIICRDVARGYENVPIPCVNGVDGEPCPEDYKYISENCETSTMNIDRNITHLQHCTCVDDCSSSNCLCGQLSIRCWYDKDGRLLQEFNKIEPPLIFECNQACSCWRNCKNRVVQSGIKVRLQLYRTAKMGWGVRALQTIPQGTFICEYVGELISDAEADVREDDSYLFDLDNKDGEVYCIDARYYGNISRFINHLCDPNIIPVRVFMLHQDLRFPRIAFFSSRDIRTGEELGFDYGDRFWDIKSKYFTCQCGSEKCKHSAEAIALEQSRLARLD
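Step 1: enzyme (final 20 nM) with compound, 15 min RT. Step 2: substrate peptide 500 nM and SAM 20 uM, 2 h RT. Step 3: anti-H3K9me1 antibody and AlphaScreen beads, 10 min, then plate read.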
Pin1 inh = blocks the human prolyl isomerase Pin1; Q13526; Pin1 FP peptide displacement, HiFluor488, 10 min; Potency, µM (highest dose often 115 µM), inactives show at the top dose activity, negative = inhibition, actives largely listed as inhibitors; 390,000 tested, 0.009% active; AID 504891; active = well fitted inhibition curve with a large enough effect in the polarisation, with a control signal flat, not every such curve was filed as active; inconclusive = small, poorly fitted or top-dose-only effect, or effect the other way, or a change in a side signal; inactive = no such curve, though single readings can be large or run the other way; the % refers to the polarisation; also: potency is read from the fitted curve at half-maximal effect; % is scaled to controls: 0 for no effect and ±100 for the full control effect
Target sequence (Q13526 whole entry, looked up): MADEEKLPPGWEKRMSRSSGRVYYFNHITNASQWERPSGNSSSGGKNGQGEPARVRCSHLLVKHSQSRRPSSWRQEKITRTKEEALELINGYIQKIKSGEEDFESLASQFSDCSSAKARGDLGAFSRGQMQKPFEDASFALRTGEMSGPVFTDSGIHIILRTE
HP1b chromo inh = HP1-beta chromodomain-methylated histone interaction inhibition; AlphaScreen HP1-beta / biotin-H3K9me3 peptide binding; Potency, µM (titrated, usually from 114 µM), without a hit: at the top dose activity change, negative = inhibition, most hits filed as inhibitors; 390,000 tested, 0.56% active; AID 540317; also: potency is read from the fitted curve at half-maximal effect; nearly all actives have a fitted effect of over 70% in size; inactives centre near 23
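Compound inhibition of the preformed complex between 50 nM HP1-beta and 50 nM biotinylated H3K9me3 peptide was read by AlphaScreen. Buffer was PBS pH 7.4 with 0.01% Tween-20. Incubations ran 30 min at room temperature, with 10 ug/mL donor/acceptor beads.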
BAZ2B block = blocks human BAZ2B; Q9UIF8; AlphaScreen BAZ2B-H3K14Ac peptide displacement; AID 504333; 360,000 tested, 4.4% active; Potency, µM (top dose mostly 114 µM), inactives show at the top dose activity change, negative = inhibition, hits mostly inhibitors; also: potency is read from the fitted curve at half-maximal effect; % is scaled to controls: 0 for no effect and ±100 for the full control effect; nearly all actives have a fitted effect of over 60% in size
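Compounds, titrated to a top concentration of 110 uM, were incubated 30 min at room temperature with preformed BAZ2B/acetyl-K14 H3 peptide complex (50 nM each). Proximity signal was measured by AlphaScreen after 20 min with beads.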
The depositor's hits bear a star; i = inactive; ? = inconclusive; / = no result given; & = joins results of further samples; [ ] = another dose, or the depositor's remark. Unless noted, calls follow the shape of the dose curve; as a rule, active = well fitted curve in the direction sought with a large enough effect; inconclusive = small, poorly fitted or top-dose-only effect, or another doubt; inactive = no such curve, though single readings can be large; an effect the other way counts as inactive or inconclusive. This is a subset, so the mix of outcomes need not match the whole.

Fields – Tb PGK inh	GLS inhibitor	PI4K2A inh	Pol eta inh	JMJD2A Tudor inh	G9a block	Pin1 inh	HP1b chromo inh	BAZ2B block
Cc1ccc(OC(=O)CSc2nnc(-c3ccc4c(c3)OCO4)o2)cc1
→ -6.7%	-4.6%	0.4	-19.3%	5.3%	-49.1%[59 µM]	-7.9%	43.3%[activator]	2.0%
Cc1ccc(-c2nc3sc(C(N)=O)c(N)c3c3c2CCCC3)cc1
→ -8.7%	7.2%	-2.3	-26.6%	-14.9%	-36.2%	-1.4%	45.8%[activator]	-31.1%
S=C(NC1CCCCC1)c1ccc2c(c1)OCO2
→ i	2.1%	0.6	1.4%	-31.0%	?	-0.6%	-29.6%	-12.4%
COc1ccc(N2C(=O)CCC(C(=O)c3ccccc3)=C2C)cc1
→ -5.0%	2.1%	1.9	-16.5%	1.5%	?	0.0%	32.5%	4.2%
Cc1ccc(SCC(=O)N2N=CCC2c2ccccc2)cc1 (centres undefined)
→ 1.8%	2.0%	-4.1	12.6%	7.6%	-3.2%	3.3%	17.7%	-17.1%
CCOc1ccccc1NC(=O)COC(=O)CCOc1cc(C)ccc1C
→ i	0.2%	-3.1	-22.1%	3.4%	18.2%[2.33 µM]	2.5%	70.9%[activator]	27.6%
CCc1cccc(NC(=O)c2ccc(CN3C(=O)C(C)=C(c4ccc(OC)cc4)S3(=O)=O)cc2)c1
→ /	8.3%	-0.6	/	-17.7%	13.1%[59 µM]	20.0%	-2.1%	-19.2%
CCCOc1ccc(-c2csc3nc[nH]c(=O)c23)cc1
→ 5.1%	2.0%	-5.1	-10.3%	-8.5%	/	2.1%	39.3%	-2.3%
CN1CCN(c2nc(Nc3ccccc3)nc(N)c2[N+](=O)[O-])CC1
→ -3.0%	-1.4%	3.1	-18.7%	-30.9%	-42.5%	-6.3%	2.5%	-21.4%
O=C(c1ccc(Cl)c(S(=O)(=O)N2CCCC2)c1)N1CCN(Cc2ccccc2)CC1
→ -5.8%	-3.2%	-3.6	-15.7%	-14.1%	/	4.0%	43.6%[activator]	/
O=C1CCC(C(=O)N2CCc3ccccc3C2)CN1CCCN1CCOCC1 (centres undefined)
→ i	-8.5%	-5.1	-15.3%	-1.5%	39.8%	-8.3%	38.6%	-19.5%
CCOC(=O)c1c(NC(=O)COc2ccc(Cl)cc2Cl)sc2c1CCCCC2
→ -6.2%	-6.7%	1.1	-18.6%	3.6%	8.6%[59 µM]	-0.1%	43.0%[activator]	2.4%
Nc1cc(=O)[nH]c(SCC(=O)Nc2cccc([N+](=O)[O-])c2)n1
→ 5.2%	-4.2%	0.5	-16.4%	-10.8%	28.1%[12.7 µM]	-4.0%	60.5%[activator]	-8.1%
COc1cccc(C(C)=NNc2ccc([N+](=O)[O-])cc2[N+](=O)[O-])c1OC
→ 8.5%	0.3%	1.5	-1.6%	/	/	/	/	/
Cc1ccc(Nc2nnc(SCC(=O)NCCN3C(=O)CSC3=O)s2)cc1C
→ 2.5%	0.6%	-2.1	-15.9%	-7.7%	28.2µM*	-18.4%	22.6%	3.6%
O=C(N/N=C/c1cc(Br)cc(Br)c1O)c1cccc(S(=O)(=O)N2CCOCC2)c1
→ 0.0%	-5.3%	0.1	-10.7%	89.1µM*	45.1%[59 µM]	?	0.3%	-1.2%
NC(=O)c1ccsc1NC(=O)COC(=O)[C@@H]1CCCN1C(=O)c1cccs1
→ -3.8%	0.6%	25.9	-18.4%	-26.2%	/	5.3%	-22.7%	/
CC1CCN(C(=O)c2ccc(NS(C)(=O)=O)cc2)CC1
→ -1.5%	6.6%	1.5	-3.8%	-0.7%	9.1%[59 µM]	0.5%	25.4%	0.6%
O=C(Cc1ccc([N+](=O)[O-])cc1)Nc1ccc2c(c1)OCO2
→ 1.3%	0.2%	-0.5	-1.9%	-0.7%	10.0%	?	23.2%	8.8%
CC(NC(=O)c1ccc2ccccc2n1)c1ccc(S(N)(=O)=O)cc1 (centres undefined)
→ i	-3.9%	3.1	-15.9%	-23.9%	12.8%	0.7%	8.4%	-12.0%
Cc1ccc(C)c(CN2C(=O)c3ccccc3S(=O)(=O)c3ccc(C(=O)NCCC4=CCCCC4)cc32)c1
→ /	-5.1%	0.9	/	-25.6%	-0.2%[59 µM]	17.9%	14.8%	-14.0%
Cc1cccc(NC(=S)NCc2ccc3[nH]c4c(c3c2)CCCC4)c1
→ -0.1%	4.5%	-2.4	-7.6%	?	39.8µM*	4.0%	?	39.8µM*
Cc1cc(NC(=O)CC(F)(F)F)n(-c2ccccc2)n1
→ 4.6%	-5.4%	3.6	-5.6%	-5.6%	12.6%	3.2%	31.2%	-2.3%
CSc1ccc(CN(C)CC(=O)Nc2ccc(NC(C)=O)cc2)cc1
→ -2.0%	-7.7%	-0.7	-18.0%	-5.8%	-38.2%	2.0%	17.4%	/
CC(=O)c1ccc(-n2nnnc2SCC(=O)N2CCc3ccccc3C2)cc1
→ -1.1%	3.5%	-3.3	-8.9%	-6.8%	-15.7%[59 µM]	9.9%	17.8%	-2.7%
COc1ccc(S(=O)(=O)N(C)C[C@@H]2Oc3c(NS(C)(=O)=O)cccc3C(=O)N([C@@H](C)CO)C[C@H]2C)cc1
→ -6.5%	-1.7%	2.5	-3.3%	-18.5%	/	0.9%	22.7%	/
CCNc1nc(Oc2ccc(=O)n(C)n2)nc(N2CCOCC2)n1
→ -8.6%	1.2%	1.4	-16.5%	-10.2%	-32.1%	-6.4%	20.0%	-0.1%
COc1ccc(C(=O)NCc2nnc(SCC(=O)Nc3cccc(C(F)(F)F)c3)o2)cc1OC
→ i	4.5%	-6.4	-2.7%	-21.4%	-4.2%	0.0%	25.5%	-0.8%
COc1ccc(OC(C)C(=O)Nc2ccccc2C(F)(F)F)cc1 (centres undefined)
→ -6.5%	-3.7%	10.7	-17.3%	25.1%	0.1%[59 µM]	-0.3%	44.5%	9.6%
COCCn1nnnc1C(c1ccc(Cl)cc1)N1CCSCC1 (centres undefined)
→ -7.2%	-10.9%	0.4	-2.5%	-33.5%	50.1µM*	0.4%	23.0%	?
COc1ccccc1C(=O)Nc1ccc2c(c1)OCO2
→ -7.9%	-1.4%	4.3	-7.8%	-4.9%	-7.9%	-4.5%	22.4%	?
O=C1C(Cl)=C(Nc2ccc(O)cc2)C(=O)c2ccccc21
→ -4.9%	1.26µM*	-6.6	-7.3%	?	11.2µM*	-0.3%	?	?
CC(C)(C)c1nn2cnnc2n(/N=C/c2ccccc2)c1=O
→ -2.8%	1.3%	4.5	-6.5%	-15.2%	2.2%	-11.9%	13.8%	-16.2%
O=C(OCC(=O)N1CCOCC1)c1cc(F)c(F)cc1Cl
→ -10.6%	5.3%	9.4	-13.2%	-12.4%	-10.5%	?	-4.3%	-9.6%
CCOC(=O)Cn1c2ccccc2c2nc(C)sc21
→ -3.1%	-10.3%	5.9	-16.2%	6.2%	-28.7%	-4.0%	32.9%	-0.8%
Cc1ccc(-n2ncc3c(NC4CCCCC4)ncnc32)cc1
→ -8.5%	1.1%	-0.8	-0.9%	-4.9%	0.1%[59 µM]	-1.1%	14.5%	5.8%
COc1cc(/C=C/c2cccc[n+]2C)ccc1OCC(=O)Nc1cccc(Cl)c1
→ i	-0.2%	0.5	-1.1%	-5.7%	50.1µM*	0.1%	-10.0%	?
C=C(C)CN1C(=O)C(O)(CC(=O)c2ccc3c(c2)OCCO3)c2ccccc21 (centres undefined)
→ -0.7%	-2.4%	-9.9	-6.5%	-8.0%	3.8%[12.7 µM]	-0.5%	25.0%	3.2%
O=C1CC(N2CCOCC2)C(=O)N1c1ccccc1Cl (centres undefined)
→ -2.7%	8.8%	-7.9	3.2%	-17.9%	?	-3.1%	27.5%	-2.6%
CN(N=C(c1ccccc1)c1ccccc1)c1ccccc1
→ 6.6%	-1.2%	5.3	-23.9%	?	/	-2.8%	?	/
COc1ccccc1NS(=O)(=O)c1cccc(NC(=O)c2nc3nc(C)cc(C)n3n2)c1
→ -0.6%	7.7%	-3.2	-12.0%	-3.4%	9.0%	3.6%	28.9%	6.3%
Cc1cc(C)n2nc(C(=O)Nc3nccs3)nc2n1
→ -4.1%	6.3%	-2.5	-4.3%	11.2µM*	-9.3%	-2.4%	27.3%	3.7%
COc1ccc(N(CC(=O)NCCc2cccc(C)c2)S(=O)(=O)c2c(C)noc2C)cc1
→ -0.5%	-4.3%&3.4%	4.9&0.6	-0.4%&-20.4%	-24.4%&-9.7%	28.0%	-2.0%&-1.8%	31.4%&13.3%	-17.6%
CN(C)c1ccc(NC(=O)CN2CCN(CC(=O)Nc3ccc(F)cc3)CC2)cc1
→ 1.8%	59.8%[activator]	7.6	-14.4%	-4.7%[57.1 µM]	25.1µM*	-4.4%	-12.6%	?
O=[N+]([O-])c1ccc(/C=C/c2ccncc2)cc1
→ -1.0%	-2.1%	-2.7	-3.4%	-28.2%	6.3%[12.7 µM]	7.5%	4.7%	-24.2%
S=C(Nc1ccc(Cl)cc1)NC1CC2CCC(C1)N2Cc1ccccc1 (centres undefined)
→ -6.4%	0.0%	2.2	-16.3%	-26.8%	/	0.1%	-11.3%	-10.9%
Cc1ccc(C(=O)NCc2ccccc2)cc1Br
→ -4.3%	0.6%	2.8	-3.4%	4.1%	34.1%[activator][59 µM]	-0.6%	49.6%[activator]	8.2%
COc1ccc(NC(=O)CSc2nnnn2C2CC2)cc1S(=O)(=O)N1CCOCC1
→ 1.0%	0.1%	-4.5	?	-24.5%	-4.9%[2.33 µM]	?	29.1%	?
